Artemis inh: Artemis endonuclease inhibitors, primary screen, biochemical, fluorescence intensity, FAM/BHQ-1 hairpin substrate; recombinant Artemis, quenched FAM hairpin cleavage fluorescence; inhibition, % at 10 µM; actives 0.78% (n = 30,000);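 active = at 10 µM dose, at least 30% inhibition, measured as corrected fluorescence normalized to stimulator and neutral control wells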
Target sequence (Q96SD1 whole entry, looked up): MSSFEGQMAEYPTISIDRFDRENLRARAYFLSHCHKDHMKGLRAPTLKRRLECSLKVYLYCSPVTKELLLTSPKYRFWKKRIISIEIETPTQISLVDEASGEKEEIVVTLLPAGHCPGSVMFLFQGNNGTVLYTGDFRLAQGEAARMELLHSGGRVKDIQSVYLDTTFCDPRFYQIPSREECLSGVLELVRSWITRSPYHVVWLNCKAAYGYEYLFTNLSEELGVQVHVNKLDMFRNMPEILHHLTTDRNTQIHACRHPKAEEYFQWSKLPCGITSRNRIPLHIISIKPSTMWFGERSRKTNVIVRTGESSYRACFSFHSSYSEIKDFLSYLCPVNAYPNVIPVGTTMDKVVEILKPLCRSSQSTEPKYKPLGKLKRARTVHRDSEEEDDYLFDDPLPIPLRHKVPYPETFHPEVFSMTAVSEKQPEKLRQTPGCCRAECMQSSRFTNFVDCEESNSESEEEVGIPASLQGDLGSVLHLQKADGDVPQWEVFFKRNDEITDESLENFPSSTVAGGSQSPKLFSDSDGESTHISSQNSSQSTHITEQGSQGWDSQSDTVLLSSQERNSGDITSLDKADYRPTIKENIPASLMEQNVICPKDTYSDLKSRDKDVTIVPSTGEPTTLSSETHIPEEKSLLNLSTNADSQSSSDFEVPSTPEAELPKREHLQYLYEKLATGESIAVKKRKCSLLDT
Starred values were filed as active, the others as inactive. The list is partial, so the mix of outcomes need not match the whole.

canonical_smiles	Artemis inh
Cc1c(C#N)c2ncn(Cc3ccccn3)c(=O)c2n1-c1ccccc1	-10.3
CCCn1nc(CC(=O)O)c2ccccc2c1=O	0.1
O=C(NCCCN1CCOCC1)C(Sc1ccccc1)c1ccccc1 (stereo unspecified)	-0.1
COc1ccc(CCNC(=O)C/C(C)=N/NC(=O)c2ccc(N)cc2)cc1OC	-10.0
CCSc1nccc(-c2nn(-c3ccc(C)cc3)ccc2=O)n1	7.0
C=CCn1c(=S)[nH]c2ccccc2c1=O	1.4
CCC(C)n1c(NC(=O)c2ccccc2)c(C#N)c2nc3ccccc3nc21 (stereo unspecified)	38.6*
CCN(C(=O)c1cn(C)c(=O)c2cc(OC)c(OC)cc12)c1cc(OC)ccc1OC	5.8
CC(=O)C1=C(C)NC(C)=C(C(C)=O)C1c1cccs1	-0.3
Cc1ccsc1/C=N/Nc1ncc(Cl)cc1Cl	-4.3
CN1CCN(S(=O)(=O)c2ccc(NC(=O)Nc3cccc(Cl)c3)cc2)CC1	6.8
Cc1cccc(NC(=O)CN(C)S(=O)(=O)c2cnc[nH]2)c1	2.3
CCS(=O)(=O)CCSc1nc(C)cc(C)n1	-9.2
Cc1ccc([N+](=O)[O-])cc1NC(=O)CN1CCCCC1	0.3
COc1cc(NC(=O)c2ccccc2)c(OC)cc1NC(=O)CN1CCN(c2ccccn2)CC1	2.9
N#Cc1nc(Cc2ccccc2)oc1N1CCC(Cc2ccccc2)CC1	9.8
CCN(CC)CCCNC(=O)CC1Sc2ccccc2NC1=O (stereo unspecified)	0.9
CCOC(=O)c1c(CN(C)C)oc2cc(CN(C)C)c(O)c(CSc3ccccc3)c12	-7.4
N=c1c2c(n(Cc3ccccc3)c3c1CCC3)CCC2	-3.7
CCCCNC(=O)c1nn(-c2ccccc2OC)c(=O)c2ccccc12	8.5
O=C(Oc1ccc(N2C(=O)CCC2=O)cc1)c1ccco1	-2.0
Nc1ccc(-n2nncc2-c2ccccc2)cc1	-2.3
CC(O)CN=c1cc(-c2ccccc2)oc2ccc(Cl)cc12 (stereo unspecified)	-3.4
CCOC(=O)NC(=O)/C(C#N)=N\Nc1ccc(Cl)cc1	13.9
Cc1cc(C(F)F)n2ncc(C(=O)NC3CCCCCC3)c2n1	-6.5
CCOc1ccc(C2CC(=O)c3c([nH]c(C(=O)OC)c3C)C2)cc1OC (stereo unspecified)	-6.3
COCCNC(=O)CCc1nc(-c2ccccc2)no1	9.2
CCOc1ccc(NS(=O)(=O)N(C)C)cc1	3.5
COc1ccc(OC)c(C2CC(=O)Nc3cc(OC)c(OC)c(OC)c32)c1 (stereo unspecified)	-4.9
CCCN(Cc1cc2ccc(C)cc2[nH]c1=O)S(=O)(=O)c1ccccc1	-3.1
COC(=O)C(C(=O)NCC1CCCO1)C1CCCC1 (stereo unspecified)	-3.9
CC(C)(C)OC(=O)N1CCC(C(=O)N[C@@H](Cc2ccccc2)C(=O)O)CC1	7.8
Cc1cc(NC(=O)C2CCN(S(=O)(=O)c3cccs3)CC2)no1	-2.8
Cc1cc(C(F)(F)F)c(C#N)c(N2CCOCC2)n1	-5.7
Cc1ccc2occ(/C=C/C(=O)c3ccccc3O)c(=O)c2c1	3.3
O=C(COc1ccccc1)N(Cc1ccco1)c1ccc(O)cc1	10.6
COc1ccc(OC)c(NC(=O)c2ccc(CN(c3cc(Cl)ccc3C)S(=O)(=O)c3ccccc3)cc2)c1	7.2
O=c1c[n+]([O-])c2ccccc2n1OCc1c(F)cccc1F	8.1
CCC(=O)Nc1cc(C)c(NC(=O)c2ccccc2OC)cn1	-5.0
CCc1nn(C(C)C(=O)NCCN2CCN(c3cccc(C)c3C)CC2)c(=O)c2cc3occc3n12 (stereo unspecified)	7.2
O=S1(=O)N=C(N2CCN(Cc3ccccc3)CC2)c2ccccc21	-8.6
CC1CN(S(=O)(=O)c2cccc(C(=O)NCc3ccc4c(c3)OCO4)c2)CC(C)O1 (stereo unspecified)	2.4
Cc1cc(/C=C(\C#N)C(=O)NCc2cccs2)c(C)n1-c1ccccc1F	4.8
Cc1ccc(CCC(=O)Nc2ccc(S(N)(=O)=O)cc2)o1	9.4
COc1ccc(NC2=NCC(=O)N2c2ccccc2F)c(OC)c1	-4.3
Cc1ccc(C)c(C(=O)CN2C(=O)CCC2=O)c1	-3.5
O=S(=O)(c1ccc(F)cc1)N1CCCC(CO)C1 (stereo unspecified)	-2.0
Cc1cc(OCC(O)CN(CCO)CCO)ccc1Cl (stereo unspecified)	3.4
O=[N+]([O-])c1ccccc1N/N=C\c1ccccc1Cl	-4.0
CCOC(=O)N1CCN(CC(=O)Nc2cc(OCC)ccc2OCC)CC1	2.8
CC1(C)CC(=O)C2(CC3=C(CC(C)(C)CC3=O)O2)C(=O)C1	-9.3
O=c1c2ccccc2nc2n1C(CSc1ccc(F)cc1)CN2 (stereo unspecified)	-16.9
Cc1ccnc(NC(=O)CCC(=O)N(CC(=O)NC2CCCCC2)CC2CCCO2)c1 (stereo unspecified)	-1.9
CN(CC(=O)NC1CCCCC1)S(=O)(=O)c1ccc(Br)s1	0.6
Cc1cc(C)n(-c2cc(N3CCN(C(=O)c4ccccc4C)CC3)ccc2[N+](=O)[O-])n1	3.7
O=C(CCC(=O)N(CC(=O)NC1CCCCC1)Cc1ccco1)Nc1nccs1	-2.5
O=C(N/C=C\c1ccccc1)NCc1ccc(Cl)cc1	4.1
COCCn1c(SCC(=O)Nc2cc(C)cc(C)c2)nnc1C(C)C	-7.5
CCOC(=O)c1c(CNCCN(CC)CC)n(C)c2cc(Br)c(OC)cc12	-1.4
CCN1CCN(C(=O)CN2C(=O)c3cccc4cccc2c34)CC1	-10.1

Shown field by field: two of the compounds above.
> COC(=O)C(C(=O)NCC1CCCO1)C1CCCC1 (stereo unspecified)
  Artemis inh = -3.9

> CC(C)(C)OC(=O)N1CCC(C(=O)N[C@@H](Cc2ccccc2)C(=O)O)CC1
  Artemis inh = 7.8

(next part)
canonical_smiles	Artemis inh
CCOC(=O)c1ccc(NC(=O)CN(c2ccc(C)cc2)S(=O)(=O)c2c(C)n[nH]c2C)cc1	5.4
CC/C(C)=C1\SC(N2CCOCC2)=NC1=O	0.1
Clc1ccc(C=NC23CN4CN(CN(C4)C2)C3)cc1	-0.9
CCC(=O)n1nc(-c2cccnc2)nc1NCc1ccc(OC)cc1	-3.8
CSc1ccc(Cl)c(C(=O)NCc2ccco2)c1	-1.2
Clc1ccc(CSc2nnc(/C=C/c3ccccc3)o2)cc1	-9.6
CC1CC(c2ccccc2)n2nc(NC(=O)c3cccs3)nc2N1 (stereo unspecified)	2.6
COc1cccc(C2CC(=O)Nc3cc(OC)c(OC)c(OC)c32)c1OC (stereo unspecified)	2.4
CCOC(=O)c1nnn(-c2nonc2-n2cccc2)c1C	-6.3
O=C(COC(=O)c1cccs1)NCc1ccco1	1.8
Cc1ccc2c(C(=O)CN3CCSCC3)c(C)[nH]c2c1	10.5
O=C(CN1C(=O)c2cccc3cccc1c23)N1CCN(Cc2ccc3c(c2)OCO3)CC1	0.1
CCN(CCCNC(=O)C1CCC(=O)N1Cc1ccc(C)cc1)c1cccc(C)c1 (stereo unspecified)	2.3
CCOC(=O)c1sc(N)nc1C(C)(C)C	-7.1
CCOC(=O)CSc1nc2sc3c(c2c(=O)n1C1CCCCC1)CCN(C)C3	26.3
O=C(/C=C/c1ccc(Cl)cc1)c1cccnc1	2.8
Cc1cccc(-c2cc3c(nn2)-c2ccccc2C3=O)c1	6.6
COc1ccc(C(=O)O/N=C/c2ccc(S(=O)c3ccc(Cl)cc3)nc2)cc1 (stereo unspecified)	-8.8
COc1ccc(C(=O)Nn2c(SCC(=O)NCc3ccco3)nc3ccccc3c2=O)cc1	-7.7
COc1ccccc1N1CCN(CCCNC(=O)Nc2ccccc2C)CC1	-1.2
COCCSc1ccccc1C(=O)Nc1cccnc1	2.2
O=C(NCc1ccncc1)C(F)(F)C(F)(F)C(=O)NCc1ccncc1	2.3
CCc1ccc(N=C2N=C(N)c3ccccc32)cc1	1.0
N#CCSc1nc(-c2ccccc2)cs1	4.5
COc1cccc(C(C(=O)NCc2ccco2)N(C(=O)Cn2nnc3ccccc32)C2CC2)c1OC (stereo unspecified)	-7.2
Cc1ccc(Cn2ccc(NC(=O)C3C4CCC(C4)C3C(=O)O)n2)cc1 (stereo unspecified)	-3.2
COc1ccc(CCNC(=O)C2CCN(S(=O)(=O)c3cccc4nonc34)CC2)cc1OC	-1.7
COc1ccc(NC(=S)NCCSc2ccc(C)cc2)c(OC)c1	10.7
O=C(Cn1nnc(-c2ccccc2NC(=O)c2ccco2)n1)Nc1ccccc1	-0.2
O=[N+]([O-])c1ccc(NC(=S)NCCc2ccc(Cl)cc2)cc1	5.8

Single entries from the results shown:
Artemis inh with O=C(COC(=O)c1cccs1)NCc1ccco1 → 1.8
Artemis inh with CCOC(=O)c1nnn(-c2nonc2-n2cccc2)c1C → -6.3

Remaining list, next part:
canonical_smiles	Artemis inh
Cc1cc(C(=O)Cn2nnc3ccccc3c2=O)c(C)n1-c1ccccc1F	3.6
CCOC(=O)c1c(NC(=O)c2c(C)noc2C)sc2c1CCCCC2	0.6
C=CCOC(=O)CCCC(=O)NC1CCCCC1	1.4
Cc1ccc(S(=O)(=O)N2CC(O)CC2C(=O)Nc2ccc3c(c2)CCC3)cc1 (stereo unspecified)	6.1
COc1ccccc1Oc1ccc(S(=O)(=O)N2CCOCC2)cc1S(=O)(=O)N1CCOCC1	-2.7
O=c1c(-c2ccc(Cl)cc2)coc2c(CN3CCOCC3)c(O)ccc12	-1.3
Cc1ccc(S(=O)(=O)NCCSCc2ccccc2)cc1	-1.4
Cc1cc(NC(=O)CCC(=O)N(CC(=O)NC2CCCC2)c2ccccc2)no1	2.0
Cc1ccc(/C=N/N2CCN(Cc3cccc4ccccc34)CC2)o1	-3.3
CC1(C)CC(=O)C(=Cc2cn(-c3ccccc3)nc2-c2ccc(Cl)cc2)C(=O)C1	20.2
CCN(CC)C(=O)CSc1nnc(COc2ccccc2)n1CC	-6.7
Cc1cccc(Oc2sc(C(=O)c3ccccc3)c(N)c2C#N)c1	6.6
Cc1[nH]c2c(Br)cccc2c1[C@H]1[C@@H](CC#N)C1(C)C	6.6
COc1cc(-c2nnc(-c3cc(OC)c(OC)c(OC)c3)o2)cc(OC)c1OC	-1.7
CC(=O)c1ccc(OCCCC(=O)n2nnc3ccccc32)cc1	3.9
Cc1nnc(C)n1/N=C/c1cc(Br)cc(Br)c1O	5.4
COC(=O)CCNc1ccc2c(c1)OCCO2	0.1
COc1ccc(C(=O)c2ccc(N3CCOCC3)cc2)c(OC)c1	5.4
N#Cc1c(NC(=O)CSc2nc(-c3ccco3)cc(C(F)(F)F)n2)sc2c1CCCC2	11.2
NC(=O)CSCc1nc2ccccc2s1	-3.5
O=C(C1CCCN(S(=O)(=O)Cc2ccccc2)C1)N1CCCCC1 (stereo unspecified)	-3.6
CC(=O)Nc1nonc1-c1nc2ccccc2n1CCC(C)C	12.4
CCCCOc1ccc(Br)cc1/C(C)=N/NC1=NCCN1	13.2
O=c1n(Cc2ccc(Cl)cc2)c2sc3c(c2c2ncnn12)CCCC3	19.9
NC(Cc1cccc2nsnc12)C(=O)O (stereo unspecified)	-0.4
C/C(=C\C(=O)O)C(=O)Nc1nccs1	6.0
Cc1cc(-c2ccccc2)c(C#N)c(N)n1	4.2
CCOc1ccccc1C(=O)N1c2ccccc2Sc2ccccc21	6.5
Cc1ccc(Nc2nc(CSc3nnc(-c4cccs4)o3)cs2)cc1	8.2
COC(=O)\C(C(C)=O)=C(/C=C/C=C/N(C)C)N(C)C	7.0
Cc1ccc2c(CC(=O)NCc3ccco3)coc2c1C	-7.9
COc1ccc(OC)c(C(c2nnnn2Cc2ccccc2)N2CCN(C)CC2)c1 (stereo unspecified)	5.5
CCOC(=O)N1CCN(C(=O)c2cnn3c(C(F)F)cc(-c4ccc(C)cc4)nc23)CC1	11.0
N#Cc1cccc2cnccc12	3.5
CC1(C)Oc2ccc(NC(=O)c3ccco3)cc2O1	9.1
Cc1cc2c(cc1C)NC(c1c(C)n(C)n(-c3ccccc3)c1=O)C1=C(CC(C)(C)CC1=O)N2 (stereo unspecified)	-1.1
CCOC(=O)CN1C(=O)C(O)=C(C(C)=O)C1c1ccccc1 (stereo unspecified)	1.2
O=S(=O)(c1ccc(N2CCCC2)nc1)N1CCOCC1	-10.8
CCS(=O)(=O)NCCc1cc2ccc(C)cc2[nH]c1=O	-10.6
CCCSc1nc(N)c(C#N)c(-c2ccc(C)cc2)c1C#N	-3.3
CCOC(=O)C1=C(C)N(C)C(C)=C(C(=O)OCC)C1c1ccncc1	4.1
CC(=O)c1cccc(NS(=O)(=O)c2c(C)noc2C)c1	0.4
Cc1ccc(C)c(N/C=C(\C#N)c2nc3ccccc3o2)c1	-5.9
O=S1(=O)CC(N2CCOCC2)c2ccccc21 (stereo unspecified)	3.0
CN=Cc1nc(-c2ccccc2)oc1O	-3.6

Reprinted at random: six records from the list
canonical_smiles	Artemis inh
CCS(=O)(=O)NCCc1cc2ccc(C)cc2[nH]c1=O	-10.6
CC(=O)c1cccc(NS(=O)(=O)c2c(C)noc2C)c1	0.4
CCOC(=O)N1CCN(C(=O)c2cnn3c(C(F)F)cc(-c4ccc(C)cc4)nc23)CC1	11.0
Cc1cc2c(cc1C)NC(c1c(C)n(C)n(-c3ccccc3)c1=O)C1=C(CC(C)(C)CC1=O)N2 (stereo unspecified)	-1.1
COc1ccc(OC)c(C(c2nnnn2Cc2ccccc2)N2CCN(C)CC2)c1 (stereo unspecified)	5.5
CC1(C)Oc2ccc(NC(=O)c3ccco3)cc2O1	9.1

High-throughput results deposited in PubChem BioAssay by Sanford-Burnham Center for Chemical Genomics.
